STK33 inh = blocks human STK33 kinase activity. Q9BYT3. purified STK33, MBP phosphorylation, ADP-Glo luminescence. inhibition, % at 10 µM. hit rate 0.073% among 320,000. AID 2661;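 active means inhibition at or above 25%, using the most active replicate where run in duplicate; inactive means inhibition below 25%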
Target sequence (Q9BYT3 whole entry, looked up): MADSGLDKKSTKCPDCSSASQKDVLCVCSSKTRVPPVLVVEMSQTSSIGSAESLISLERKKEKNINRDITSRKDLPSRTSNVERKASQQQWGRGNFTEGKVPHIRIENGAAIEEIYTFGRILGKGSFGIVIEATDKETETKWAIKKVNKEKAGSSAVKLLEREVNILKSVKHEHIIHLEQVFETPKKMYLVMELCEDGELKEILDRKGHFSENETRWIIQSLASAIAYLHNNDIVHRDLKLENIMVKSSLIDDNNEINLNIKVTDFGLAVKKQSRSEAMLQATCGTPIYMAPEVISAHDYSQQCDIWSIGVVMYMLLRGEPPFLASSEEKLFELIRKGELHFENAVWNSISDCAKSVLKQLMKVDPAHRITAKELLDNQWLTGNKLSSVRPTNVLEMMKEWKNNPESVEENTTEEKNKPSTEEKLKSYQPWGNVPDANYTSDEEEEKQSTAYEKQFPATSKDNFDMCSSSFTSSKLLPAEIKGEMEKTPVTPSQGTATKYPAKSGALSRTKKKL
CHT allo act = allosteric activators of human choline transporter CHT; CHT-expressing cells, membrane potential dye, choline EC20; active compounds read high; LV-AA mutant CHT in HEK293 cells; B-score at 10 µM; hit rate 0.49% among 310,000; AID 488977;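 active means initial fluorescence not abnormally high and integrated response B-score, plate-corrected, over 3 SD above library mean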
Target sequence (Q9GZV3 whole entry, looked up): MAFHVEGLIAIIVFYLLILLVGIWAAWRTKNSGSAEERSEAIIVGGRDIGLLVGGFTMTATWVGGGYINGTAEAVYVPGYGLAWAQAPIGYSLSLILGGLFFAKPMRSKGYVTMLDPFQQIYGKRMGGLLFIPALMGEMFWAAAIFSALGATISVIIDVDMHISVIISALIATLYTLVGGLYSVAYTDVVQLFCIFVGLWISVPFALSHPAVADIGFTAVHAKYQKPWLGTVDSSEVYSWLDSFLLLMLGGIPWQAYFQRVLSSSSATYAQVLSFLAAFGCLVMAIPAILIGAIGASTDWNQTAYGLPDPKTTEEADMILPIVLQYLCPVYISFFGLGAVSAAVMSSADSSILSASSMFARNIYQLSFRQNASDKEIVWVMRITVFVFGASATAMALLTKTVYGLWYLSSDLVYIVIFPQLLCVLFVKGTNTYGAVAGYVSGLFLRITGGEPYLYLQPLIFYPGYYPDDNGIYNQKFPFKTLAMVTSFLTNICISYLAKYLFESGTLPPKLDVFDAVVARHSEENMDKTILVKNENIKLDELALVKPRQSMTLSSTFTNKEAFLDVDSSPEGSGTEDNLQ
CHT block = inhibits the human high affinity choline transporter. B-score at 10 µM. hit rate 0.86% among 310,000. CHT-expressing cells, membrane potential dye, choline response; active compounds read low;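 active means B-score over 3 SD under the library average, and starting fluorescence ratio not unusually high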;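 further: choline stimulus applied at its EC90 after an EC20 pre-addition; B-score computed on integrated fluorescence ratio after choline addition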
* hit, by the source's call; i = inactive; . = no result given.

The line under a structure holds: STK33 inh	CHT allo act	CHT block
Cc1ccccc1N1CCN(C2CCCN(C(=O)c3cc[n+]([O-])cc3)C2)CC1 (stereo not given)
→ 0.6	i	i
CC(C)(C)c1ccc(-c2cc(-c3ccccc3O)[nH]n2)cc1
→ 0.3	i	i
O=C(COC(=O)Cc1ccsc1)Nc1ccccc1
→ -0.3	i	i
COc1ccccc1CCNC(=O)Nc1cccc([N+](=O)[O-])c1
→ -1.7	i	i
C/C(=C\C#N)n1nc(C)cc1N
→ 9.9	i	i
COC(=O)Cc1ccc(NC(=S)NCc2ccccc2OC)cc1
→ -1.9	i	i
Cc1ncc(CN2CCN(C(C)C)C(CCO)C2)s1 (stereo not given)
→ 0.3	i	i
CCN1CCN(C(=O)c2cc(S(=O)(=O)Nc3ccc(S(C)(=O)=O)cc3)ccc2Cl)CC1
→ -0.2	i	i
Cc1cccc(OCC(=O)Nc2cccc(O)c2)c1
→ -0.7	i	i
CC(C)C(=O)OCC(=O)Nc1ccc2c(c1)CCC2
→ -0.5	i	i
COc1ccccc1C(=O)NNC(=S)NC(=O)c1ccco1
→ 1.1	i	i
Cc1ccc(CC(=O)N(C)CC(=O)Nc2ccc(N3CCOCC3)cc2)cc1C
→ -0.6	i	i
CCOc1nc(Nc2ccc(OC)cc2)nc(N2CCOCC2)n1
→ -0.6	i	i
Oc1ccccc1C1=Nc2ccccc2N=C(c2cccs2)C1
→ -1.0	i	i
C=CCOc1ccc(C2NC(=S)NC3=C2CCc2ccccc23)cc1 (stereo not given)
→ -1.8	i	i
NNC(=O)c1cccc(Cn2cc(Br)c([N+](=O)[O-])n2)c1
→ -2.4	i	i
COC(=O)C(Nc1ccccc1Cl)(c1cc(C)c(O)c(C)c1)C(F)(F)F (stereo not given)
→ -2.1	i	i
Cc1onc(C(=O)N2CCC(Cc3ccccc3)CC2)c1[N+](=O)[O-]
→ .	i	i
Cc1ccc(C(=O)N/C(=C\c2ccco2)C(=O)NCCCn2ccnc2)cc1C
→ -0.8	i	i
CCOc1ncccc1C(=O)OCC(=O)Nc1ccc(C(C)C)cc1
→ -0.1	i	i
Cc1cc(C)c(NC(=O)CCCN2CCCC2)c(C)c1
→ -0.4	i	i
CC(C)CC(c1nnnn1C1CCCCC1)N1CCN(c2ncccn2)CC1 (stereo not given)
→ 9.8	i	i
O=[N+]([O-])c1ccc(N2CCCCC2)nc1N1CCCCC1
→ -0.6	i	i
Cc1ccnc(NS(=O)(=O)c2ccc(NC(=O)c3oc4ccc(F)cc4c3C)cc2)n1
→ -1.3	i	i
O=S(=O)(c1cccc2nsnc12)N1CCN(C/C=C\c2ccccc2)CC1
→ -0.5	i	i
O=C(Cn1c(C(F)(F)F)nc2ccccc21)NCCN1CCCC1
→ -1.2	i	i
COc1ccc(S(=O)(=O)N[C@H](C(=O)N2CC[C@@]3(O)CCCC[C@H]3C2)c2ccccc2)cc1
→ -0.2	i	i
COc1ccc(-c2c(C)nn3c(N4CCN(Cc5ccccc5)CC4)cc(C)nc23)cc1OC
→ -0.9	i	i
CC(C)=CCOc1ccc([C@@H]2COc3c(ccc4c3C=CC(C)(C)O4)C2)c(O)c1
→ 0.9	i	i
CC(C)C[C@H](NC(=O)c1cc2cc(Cl)ccc2n1C)C(=O)N1CCC[C@H]1C(=O)O
→ 1.4	i	i

Other records.
The line under a structure holds: STK33 inh	CHT allo act	CHT block
Cn1c(SCC(=O)NC2CC2)nnc1-c1ccccc1
→ -2.0	i	i
O=C(c1ccccc1)c1nc2ccccc2n(CCCn2c(=O)c(C(=O)c3ccccc3)nc3ccccc32)c1=O
→ -1.4	i	i
Cc1cc(C)c(S(=O)(=O)c2ccccc2)c(OC(=O)c2cc(F)c(F)cc2Cl)n1
→ -0.9	i	i
COCc1[nH]nc2c1C(c1cccc(OC)c1)C(C#N)=C(N)O2 (stereo not given)
→ 0.6	i	i
CCOC(=O)C1=C(C)NC(=S)NC1C (stereo not given)
→ -0.6	i	i
Cc1ccc(C2(CC(=O)O)CCOC(C)(C)C2)cc1 (stereo not given)
→ -0.9	i	i
CC(CC(=O)NCc1ccccc1)C1CCCO1 (stereo not given)
→ -0.3	i	i
CC(=O)Nc1ccc(S(=O)(=O)Nc2ccc(NC(=O)c3ccco3)cc2)cc1
→ 1.5	i	i
Nc1nc(-c2ccc3c(c2)OCCO3)c(CC(=O)O)s1
→ 0.7	i	i
COc1cc(OC)nc(Oc2cccc(C(F)(F)F)c2)n1
→ 0.8	i	i
Cc1ccc(NC(=O)CN2C(=O)C3CC=C(Cl)CC3C2=O)cc1 (stereo not given)
→ -1.6	i	i
CCOC(=O)C1=C(N)OC2=C(C(=O)CCC2)C1c1ccccc1OCC (stereo not given)
→ 1.5	i	i
Cn1ncc(Cl)c1C(=O)N/N=C/c1cccc(OC2CSC2)c1
→ 0.5	i	i
COc1ccccc1N1CCN(C2CC(=O)N(c3ccc(F)cc3)C2=O)CC1 (stereo not given)
→ -0.2	i	i
O=C1C(C=Nc2ccccc2)=C(O)c2ccccc21
→ 8.8	i	i
CCC1(c2ccccc2)NC(=O)N(CC(=O)Nc2ccc3c(c2)OCO3)C1=O (stereo not given)
→ 0.4	i	i
CN1CCN(c2ccccc2NC(=O)c2ccc(-c3ccc(Br)cc3)o2)CC1
→ 0.2	i	i
O=C(NCC(=O)N1CCC2(CC1)NCCc1[nH]cnc12)c1ccc2ccccc2c1
→ -1.4	i	i
O=C(Cc1ccccc1F)c1ccc(O)cc1O
→ 1.2	i	-6.19*
Cc1[nH]c(=O)[nH]c(=O)c1S(=O)(=O)N1CCC(C(=O)NC(C)c2ccccc2)CC1 (stereo not given)
→ -0.3	i	i
O=C(c1ccc2nc(Cc3ccccc3F)oc2c1)N1CCCC1
→ -0.3	i	i
COCCNC(=O)C(c1ccc(Cl)cc1)N(Cc1ccco1)C(=O)CCC(=O)Nc1ccccn1 (stereo not given)
→ -1.1	i	i
COc1ccc(C(=O)O/N=C2\CCS(=O)(=O)c3sccc32)cc1
→ 0.2	i	i
CNc1nc(OC)nc(N(C#N)CN2C(=O)c3ccccc3S2(=O)=O)n1
→ -2.1	i	i
CN(CC(=O)Nc1ccccc1Cl)C(=O)COC(=O)c1ccccc1[N+](=O)[O-]
→ -1.6	i	i
O=C(O)CC/C(=N\NC(=O)c1ccccc1)c1cccs1
→ 7.6	i	i
N#Cc1ccccc1S(=O)(=O)N1CCN(CC(O)COc2ccccc2F)CC1 (stereo not given)
→ 4.7	i	i
COc1ccc(-n2cnnc2SCC(=O)N2CCN(S(=O)(=O)c3ccccc3)CC2)cc1
→ -2.7	i	i
COc1ccc(N2CCN(C(=O)CSc3nnc(CNc4ccccc4)o3)CC2)cc1
→ -0.6	i	i
NS(=O)(=O)c1ccc(N/N=C/c2ccccc2C(=O)O)c([N+](=O)[O-])c1
→ 0.9	i	i

Just CHT allo act, for some of the entries so far:
Structure	CHT allo act
CCOC(=O)C1=C(C)NC(=S)NC1C (stereo not given)	i
O=C(c1ccc2nc(Cc3ccccc3F)oc2c1)N1CCCC1	i
CC(CC(=O)NCc1ccccc1)C1CCCO1 (stereo not given)	i
Cc1cc(C)c(S(=O)(=O)c2ccccc2)c(OC(=O)c2cc(F)c(F)cc2Cl)n1	i
COc1ccc(-n2cnnc2SCC(=O)N2CCN(S(=O)(=O)c3ccccc3)CC2)cc1	i
CN(CC(=O)Nc1ccccc1Cl)C(=O)COC(=O)c1ccccc1[N+](=O)[O-]	i

Structural class: the entries above with an aryl thioether with sulfur outside any ring (three)
The line under a structure holds: STK33 inh	CHT allo act	CHT block
Cn1c(SCC(=O)NC2CC2)nnc1-c1ccccc1
→ -2.0	i	i
COc1ccc(-n2cnnc2SCC(=O)N2CCN(S(=O)(=O)c3ccccc3)CC2)cc1
→ -2.7	i	i
COc1ccc(N2CCN(C(=O)CSc3nnc(CNc4ccccc4)o3)CC2)cc1
→ -0.6	i	i

(next part)
The line under a structure holds: STK33 inh	CHT allo act	CHT block
CCSc1nc(N)c(C#N)c(-c2ccco2)c1C#N
→ 2.9	i	i
Fc1ccccc1/C=N/Nc1ncnc2nc[nH]c12
→ 8.3	i	i
CC(C)(C)C(=O)Nc1nnc(Cc2ccccc2)s1
→ -1.2	i	i
CCNC(=S)N1CCN(c2nc(-c3ccc(F)cc3)cs2)CC1
→ -0.8	i	i
CC1CCCN(C(=O)COC(=O)CSc2ccc(C(N)=O)cc2[N+](=O)[O-])C1 (stereo not given)
→ -0.5	i	i
CN1CCN(C2=C(NS(=O)(=O)c3ccccc3)C(=O)c3ccccc3C2=O)CC1
→ 1.5	i	i
CC(C)N(C(=O)Cn1c(SCC(=O)NCc2ccc3c(c2)OCO3)nc2ccccc21)C(C)C
→ -0.4	i	i
CCOC(=O)c1c(-c2ccc(OC)cc2)csc1/N=C/N(C)C
→ -3.2	i	i
COc1ccc(C(CNC(=O)COc2cc(C)c(Cl)c(C)c2)N2CCCCC2)cc1 (stereo not given)
→ .	i	i
CCC(CC)CN1C(N(C)C)=NC[C@@H]1CC(C)C
→ -0.4	i	i
CCNC(=O)NC(=O)C(C)OC(=O)c1cccn1C (stereo not given)
→ 0.3	i	i
COCCN(C)C(=O)CCc1nnc(Cc2ccc(-c3ccccc3)cc2)o1
→ -1.2	i	i
COc1ccc(N2CCN(C(=O)CSc3ccc([N+](=O)[O-])cc3)CC2)cc1
→ -0.1	i	i
Cc1cc(OCC(F)(F)C(F)(F)C(F)(F)C(F)F)nc(N)n1
→ -0.2	i	i
Clc1ccc(CN2CCSCC2)cc1Cl
→ -3.0	i	i
CCC(C)NC(=O)C1CCN(S(=O)(=O)c2ccc(Br)s2)CC1 (stereo not given)
→ -1.6	i	i
COc1ccc(C2C(C(=O)O)CC(=O)N2c2ccc(OC)cc2)cc1 (stereo not given)
→ -0.9	i	i
COc1ccc(-c2noc(N3CCC(C(=O)Nc4cc(OC)ccc4OC)CC3)n2)cc1
→ -0.3	i	i
COc1cccc(C(=O)Oc2c(Br)cc(Br)cc2/C=N/NC(=O)c2cc(C)[nH]n2)c1
→ 0.7	i	i
Cc1ccnc(NC(=S)NC(=O)c2cncc(Br)c2)c1
→ -2.3	i	i
COC(=O)c1cc(NS(=O)(=O)c2ccc(N3CCC(C)CC3)c([N+](=O)[O-])c2)cc(C(=O)OC)c1
→ -1.7	i	i
CS(=O)(=O)NCc1ccc(C(=O)NC2CCCCC2)cc1
→ -0.8	i	i
COc1ccc(C2CC(c3cccs3)=NN2C(=O)COC(=O)C2CCCCC2)cc1OC (stereo not given)
→ -0.1	i	i
COCC(=O)N1CCC(n2nnc3cc(F)ccc32)CC1
→ -0.9	i	i
CCc1ccc(N2C(=O)C3CCCN3C2=S)cc1 (stereo not given)
→ -0.3	i	i
O=[N+]([O-])c1ccc(O)c(C=Nc2ccc3nc(-c4ccccc4)[nH]c3c2)c1
→ 0.1	i	i
C=CCSc1nnc(CNS(=O)(=O)c2ccc(C)cc2)n1C
→ -0.6	i	i
CN(C)c1cccc(C(=O)N2CCCC(CCC(=O)NCc3ccccc3F)C2)c1 (stereo not given)
→ -0.9	i	i
COc1cccc(OCC(=O)NN=C2c3ccccc3-c3ccccc32)c1
→ -0.9	i	i
C/C(=N\NC(=O)c1cccc(C)c1O)c1ccc(NC(=O)Cc2ccccc2)cc1
→ -1.0	i	i

Looked up one by one from the entries so far:
The line under a structure holds: STK33 inh	CHT allo act	CHT block
O=S(=O)(c1cccc2nsnc12)N1CCN(C/C=C\c2ccccc2)CC1
→ -0.5	i	i
O=C(Cc1ccccc1F)c1ccc(O)cc1O
→ 1.2	i	-6.19*
COCC(=O)N1CCC(n2nnc3cc(F)ccc32)CC1
→ -0.9	i	i

(next part)
The line under a structure holds: STK33 inh	CHT allo act	CHT block
COc1cccc(NC(=O)CN(C)C(=O)/C=C/c2ccc3ccccc3n2)c1
→ -0.9	i	i
COCCCNC(=O)[C@H](CSCc1ccccc1)N1Cc2ccccc2C1=O
→ -0.7	i	i
Cc1cc(N=Cc2c(O)ccc3cc(Br)ccc23)no1
→ -1.9	i	i
COC(=O)c1cc(OC)c(OC)cc1N=CC1=C(O)CC(C)(C)CC1=O
→ -0.7	i	i
CCC(C)[C@H](NC(=O)NCc1ccccn1)C(=O)OC (stereo not given in full)
→ 0.4	i	i
NCCCC[C@@H]1NC(=O)c2cc([N+](=O)[O-])cc(F)c2NCCCC[C@@H](C(N)=O)NC(=O)[C@H](CCC(N)=O)NC1=O
→ -0.4	i	i
COc1cc([N+](=O)[O-])ccc1NC(=O)COC(=O)c1n[nH]c2ccccc12
→ -0.1	i	i
CCO[C@@H]1OC(C(N)=O)=C[C@H](C(C)(C)C)[C@H]1CCCO
→ -0.4	i	i
O=C(N/N=C/C=C\c1ccccc1[N+](=O)[O-])c1ccncc1
→ 0.6	i	i
CC(C)(C)C(=O)CNCC(=O)C(C)(C)C
→ -0.8	i	i
COc1ccc(S(=O)(=O)NCCCCOc2ccc(Cl)cc2)cc1
→ -0.7	i	i
OC(CNCc1ccccc1F)COc1cccc2ccccc12 (stereo not given)
→ 0.4	i	i
CC1CCCN(S(=O)(=O)c2ccc([N+](=O)[O-])cc2)C1 (stereo not given)
→ 0.6	i	i
O=C(NNC(=O)C1CCN(S(=O)(=O)c2ccccc2)CC1)c1ccccc1O
→ -3.4	i	i
CCS(=O)(=O)N1Cc2ccccc2CC1C(=O)Nc1ccc(OC)cc1 (stereo not given)
→ -0.8	i	i
Cc1cc(=O)oc(C)c1C(=O)N1CCN(Cc2ccc3c(c2)OCO3)CC1
→ -0.6	i	i
O=C(c1cccc(C(F)(F)F)c1)C1CCCN(C(=O)/C=C/c2cnc[nH]2)C1 (stereo not given)
→ -1.6	i	i
O=C(Nc1ccccc1Cl)c1ccc(COc2ccc3c(c2)CCC3)cc1
→ -1.7	i	i
COC(=O)Cc1[nH]n(-c2nc3ccccc3s2)c(=O)c1C(C)=Nc1ccc(OC)cc1
→ -0.8	i	i
Clc1ncn(C23CC4CC(CC(C4)C2)C3)n1
→ -2.2	i	i

Source: PubChem BioAssay
